# UHRF1 MBD2 ctr = UHRF1 methylated DNA binding inhibitors, primary screen, counter-screen for MBD2 inhibitor project, biochemical, TR-FRET, human UHRF1, single concentration; E3 ubiquitin-protein ligase UHRF1 (Homo sapiens), Q96T88; UHRF1 binding to methylated oligo; inhibition, % at 4.4 µM; 0.75% of 370,000 active; in the data active = inhibition above about 21%;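 note: UHRF1 SRA domain binding a hemimethylated CpG hairpin DNA probe; 0% = median of test compound wells and 100% = reference inhibitor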
# Target sequence (Q96T88 whole entry, looked up, the tested form may be a part): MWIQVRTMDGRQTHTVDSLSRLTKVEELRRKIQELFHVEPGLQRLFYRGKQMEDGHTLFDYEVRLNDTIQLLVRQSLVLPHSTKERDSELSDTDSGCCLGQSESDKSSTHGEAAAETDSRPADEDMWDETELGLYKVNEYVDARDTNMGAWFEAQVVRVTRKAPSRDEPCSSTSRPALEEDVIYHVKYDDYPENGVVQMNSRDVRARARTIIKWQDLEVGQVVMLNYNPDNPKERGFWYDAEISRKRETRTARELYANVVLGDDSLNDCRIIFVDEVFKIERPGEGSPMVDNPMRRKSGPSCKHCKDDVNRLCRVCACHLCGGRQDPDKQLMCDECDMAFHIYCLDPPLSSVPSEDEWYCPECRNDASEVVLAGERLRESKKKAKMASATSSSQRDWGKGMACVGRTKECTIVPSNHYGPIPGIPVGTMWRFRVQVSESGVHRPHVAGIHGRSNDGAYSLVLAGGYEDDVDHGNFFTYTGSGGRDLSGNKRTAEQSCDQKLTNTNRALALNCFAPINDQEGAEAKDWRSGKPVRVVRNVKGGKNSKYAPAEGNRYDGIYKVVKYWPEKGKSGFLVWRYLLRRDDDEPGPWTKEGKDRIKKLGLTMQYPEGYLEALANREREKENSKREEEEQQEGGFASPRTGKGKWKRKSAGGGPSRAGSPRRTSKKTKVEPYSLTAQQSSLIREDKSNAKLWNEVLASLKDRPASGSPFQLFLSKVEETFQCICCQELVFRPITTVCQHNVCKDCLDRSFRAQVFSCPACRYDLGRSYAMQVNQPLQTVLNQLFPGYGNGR
# MBD2 DNA inh = inhibitors of MBD2 binding to methylated DNA, primary screen, biochemical, TR-FRET, DNA-binding domain, human; Methyl-CpG-binding domain protein 2 (Homo sapiens), Q9UBB5; MBD2 binding to methylated oligonucleotide; inhibition, % at 4.4 µM; 0.31% of 370,000 active; in the data active = inhibition above about 13%
# rCAG RNA binder = binders of r(CAG) RNA repeats, primary screen, biochemical, fluorescence. r(CAG) RNA repeat, TO-PRO-1 dye displacement fluorescence. 1.3% of 370,000 active. inhibition, % at 3 µM;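 active = inhibition above the plate cutoff, the mean of all test compounds on that plate plus 3 SD, cut at about 35% in these data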;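 note: 0% = DMSO alone and 100% = 100 µM mitoxantrone as full dye displacement; higher means more dye released from RNA so lower well fluorescence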
# HTRA1 inh = HTRA1 serine protease inhibitors, primary screen, biochemical, fluorescence polarization, HTS. Q92743. recombinant HTRA1, FP-rhodamine activity-based probe. inhibition, % at 5.96 µM. 0.5% of 340,000 active. AID 504803, 2011; in the data active = inhibition above about 36%;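 note: 0% = enzyme with DMSO and 100% = wells lacking enzyme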
# PRMT1 FP inh = PRMT1 methyltransferase inhibitors, primary screen, biochemical, fluorescence polarization; Protein arginine N-methyltransferase 1 (Homo sapiens), Q99873; recombinant PRMT1, activity-based probe fluorescence polarization; inhibition, % at 2.79 µM; 1.3% of 370,000 active; AID 652257, 2013;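 active = inhibition above about 21% made by adding two undisclosed values, limit read from the data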
# NPR2 activator = human GC-B receptor activators, primary screen, HEK293 GC-B cells, cGMP TR-FRET, EC30 CNP | 0.11% of 370,000 active | activation, % at 10 µM | AID 1920062, 2024 | 0% at EC30 CNP, 100% saturating CNP | Atrial natriuretic peptide receptor 2 (Homo sapiens), P20594;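 active = activation at 10 µM reaching about 35% in either raw or pattern-adjusted values, limit read from the data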
# TCR CD3 inh = inhibitors of human TCR-CD3 interaction, primary screen, biochemical, fluorescence, TAMRA-labeled TCR probe | T-cell receptor (TCR) | inhibition, % at 9.4 µM | 0.37% of 360,000 active; in the data active = inhibition above about 19%;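 note: recombinant mutant TCR 2C K166C tagged with TAMRA read by polarization; 0% = receptor in buffer alone and 100% = receptor with positive control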
# SIAE inh = human SIAE inhibitors, primary screen, biochemical, fluorescence polarization, FP-Rh probe, 1536-well HTS. Sialate O-acetylesterase (Homo sapiens), Q9HAT2. SIAE FP-Rh probe binding. inhibition, % at 9.66 µM. 0.69% of 370,000 active;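 active = inhibition above a cutoff: mean of compounds within the control limits plus 3 SD of those, cut at about 17% in these data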;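 note: 0% = plate median of compound wells and 100% = probe without SIAE protein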
# NPR1 activator = GC-A stimulated cGMP production enhancers – HEK293 GC-A cells, cGMP TR-FRET, EC30 ANP, primary screen | Atrial natriuretic peptide receptor 1 (Homo sapiens), P16066 | 0% at EC30 ANP, 100% saturating ANP | activation, % at 10 µM | 0.14% of 370,000 active | AID 1671463, 2021; in the data active = activation above about 40%
# mABHD4 FP = ABHD4 inhibitors, primary screen, biochemical, fluorescence polarization, mouse; purified mABHD4, FP-Rh probe fluorescence polarization; 0.54% of 370,000 active; AID 720543, 2013; inhibition, % at 8.92 µM; (Lyso)-N-acylphosphatidylethanolamine lipase (Mus musculus), Q8VD66;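 active = inhibition exceeding the mean over every tested compound plus 3 SD, cut at about 30% in these data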;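 note: 0% = plate median of compound wells and 100% = S159A mutant with DMSO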
# Target sequence (Q8VD66 whole entry, looked up): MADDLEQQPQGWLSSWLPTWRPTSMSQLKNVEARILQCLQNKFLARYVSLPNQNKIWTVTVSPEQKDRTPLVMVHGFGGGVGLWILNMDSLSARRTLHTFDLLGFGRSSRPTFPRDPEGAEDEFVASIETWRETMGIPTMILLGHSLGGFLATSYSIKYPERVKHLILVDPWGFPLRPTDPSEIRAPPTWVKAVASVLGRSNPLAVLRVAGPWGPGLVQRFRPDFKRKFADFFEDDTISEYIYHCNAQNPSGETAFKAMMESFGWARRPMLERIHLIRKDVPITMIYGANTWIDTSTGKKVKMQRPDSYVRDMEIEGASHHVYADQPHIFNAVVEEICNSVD
#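 Test system: mABHD4 protein; Read-out basis: % inhibition; Incubation: 45 min + 60 min at 25 °C; Repeats: single replicate; Technique: fluorescence polarization with parallel and perpendicular emission, 525/598 nm; Compound: 8.92 µM, single dose; Benchmarks: full inhibition S159A mutant plus DMSO, zero as sample-well median.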
# Active calls of the source: *; . = no result given. This is a subset; rates above refer to the full screens.
SMILES,UHRF1 MBD2 ctr,MBD2 DNA inh,rCAG RNA binder,HTRA1 inh,PRMT1 FP inh,NPR2 activator,TCR CD3 inh,SIAE inh,NPR1 activator,mABHD4 FP
CS/C(=C\[N+](=O)[O-])Nc1ccc(OC(F)(F)F)cc1,-3,-2,4,0,2,-4,13,1,0,-6
CN1CCN(C(=O)c2ccc(Cc3cn(C)c4ccccc34)nc2)CC1,0,-3,2,.,-1,-3,4,11,3,-1
COc1ccccc1Nc1ccc(NC(=O)c2cccc([N+](=O)[O-])c2C)cc1,4,6,15,20,15,7,-5,18*,11,5
O=C(CSc1ccc(Br)cc1)NCC1CCCO1 (stereo not given),10,-1,-3,2,-3,2,-1,3,-1,-7
FC(F)(F)c1ccccc1NC(=S)N1CCN(c2ccccn2)CC1,-3,-2,-2,-1,1,1,-3,3,1,1
CCOC(=O)COc1ccc(S(=O)(=O)NCc2ccncc2)cc1,-1,-1,0,-4,-3,-2,4,3,-1,-1
O=C(Nc1ccc(N2CCOCC2)cc1)c1cn2ccccc2n1,-2,-10,-6,-3,1,-3,11,3,-4,1
COc1ccc(CNC(=O)c2sc(=O)n(Cc3cc(Cl)ccc3OC)c2C)cc1,1,1,2,.,4,-7,0,-4,-2,-9
O=C(COC(=O)c1cncc(Br)c1)NCc1ccccc1Cl,0,3,-3,0,1,4,-2,1,-1,1
CCOc1cc(-c2nc(-c3ccc(C)nc3OC)no2)cc(OCC)c1OCC,3,5,-1,7,-1,1,-2,-1,-4,3
CCCc1cc(C(=O)Nc2cccc(-c3nn[nH]n3)c2)sc1C,5,0,40*,-23,5,2,0,-15,-1,-61
CC1CC(=O)C2=C(C1)OC(N)=C(C#N)C2c1coc2ccccc2c1=O (stereo not given),16,0,0,5,-2,8,1,-4,1,3
O=C(Nc1ccc(O)cc1)c1cc2n(n1)C(C(F)(F)F)CC(c1ccco1)N2 (stereo not given),-1,-1,4,-6,1,-7,-5,1,-2,4
CCOC(=O)c1cnc2c(c(C)nn2CC)c1NC1CC1,8,6,0,-1,-6,8,-9,-6,4,-4
CC(C)N(C)CCOC(=O)c1ccccc1Br,2,1,2,6,1,4,9,-2,-6,2
COc1cccc(-n2nnc3c(=O)n(CC(=O)NCC4CCCO4)cnc32)c1 (stereo not given),1,4,0,4,3,4,-6,-2,1,4
COc1cc(/C=N/NC(=O)c2cccc3ccccc23)ccc1OCC(N)=O,-1,-1,-1,-3,2,-3,1,-8,-2,7
CCOC(=O)c1cc([N+](=O)[O-])cc([N+](=O)[O-])c1Sc1ncnc2nc[nH]c12,-8,-7,6,0,4,7,5,2,11,-1
O=C(O)c1sc(C(=O)O)c(-c2ccccc2)c1-c1ccccc1,1,-3,2,-2,0,1,2,-5,2,6
CC(C)C1N(C(=O)CN2CCCCC2)CCN1S(=O)(=O)c1ccccc1 (stereo not given),8,3,0,0,2,0,-6,4,0,-2
CCOC(=O)N1CCN(C(=O)CCc2ccccc2)CC1,3,-6,-5,2,1,-3,3,1,2,-4
COc1ccc(NC(C)=O)cc1NC(=O)c1cccc(S(=O)(=O)N2CCN(Cc3ccccc3)CC2)c1,2,-2,0,-4,2,1,6,5,-2,2
Cc1noc(C)c1COc1cccc(C(=O)Nc2ccc(OCc3ccccc3)cc2)c1,11,1,1,-42,2,0,-2,-14,-1,-21
NS(=O)(=O)c1ccc(Sc2nc3ccccc3s2)c([N+](=O)[O-])c1,-1,0,18,-6,-2,-7,-3,6,-3,-11
CC(=NNC(=S)N1CC2CCC(CC2)C1)c1ccccn1,-12,1,1,13,37*,-2,0,2,3,3
Cc1c(C(=O)NCc2ccccc2C(F)(F)F)sc(=O)n1Cc1ccc(S(=O)(=O)N(C)C)cc1,-1,5,3,.,-2,-2,3,-4,1,-1
COc1ccc(/C=C(\C)C(=O)c2c(C)cc(C)[nH]c2=O)cc1,0,1,-2,10,-2,2,-7,1,1,-3
COc1ccccc1NC(=O)CN1CCN(CC(=O)Nc2ccc(F)cc2)CC1,-2,-2,-7,-2,-5,6,3,-3,1,-2
c1ccc(-c2cnnc(SCc3cn4cccnc4n3)n2)cc1,-2,0,1,-1,2,-4,2,-2,-1,4
Cc1ccc(C)c(NC2=NC3(CCCCC3)N=C(N)N2)c1,-3,-3,1,1,-2,6,3,-7,2,-3
CCC(=O)OC1CSc2nc3ccccc3n2C1 (stereo not given),-1,-4,-2,6,-3,-1,-1,4,0,-2
CCOCCOC(=O)C1=C(C)NC(=O)NC1c1ccc2c(c1)OCO2 (stereo not given),31*,5,-3,1,-2,4,-2,-5,2,5
Cc1ccc(Nc2cc(C)nc(N3CCOCC3)n2)c(C)c1,-1,-4,-5,-5,-4,1,0,1,1,-1
CN=C1S/C(=C/c2cc(C)n(-c3ccc(Cl)cc3F)c2C)C(=O)N1C,-1,-2,.,.,2,-26,.,0,-20,-4
CC(=O)c1cccc(N(CC(=O)Nc2ccc(S(=O)(=O)N3CCOCC3)cc2)S(C)(=O)=O)c1,-2,-4,6,0,2,-2,-3,-1,4,-4
Cc1ccc2c(c1)[C@H]1[C@H](CO2)[C@H](c2ccccc2)[C@]2(C)C(=O)N(Cc3ccccc3)CC(=O)N12,0,-7,-2,0,-2,-3,-2,-4,-5,-5
Cc1c(C(=O)NCc2cccnc2)oc2ccc(S(=O)(=O)N3CCC4(CC3)OCCO4)cc12,-2,-5,-3,-4,1,-9,6,-3,-7,-1
COc1ccc(-n2nnnc2CNC(=O)c2c(-c3ccccc3Cl)noc2C)cc1,1,4,1,-3,0,1,5,-1,1,10
CC(C)(C)OC(=O)C[C@H]1C/C=C\C[C@H](CC(=O)N[C@@H](CO)Cc2ccccc2)C(=O)N[C@H](C(C)(C)C)COC1=O,1,6,0,3,-1,1,1,-5,4,-3
COc1ccc(NC(=O)CSc2nnc(Cc3ccc(C)cc3)c(=O)n2N)cc1OC,-8,4,3,-3,12,1,-1,-5,-1,0
Fc1ccc(CNCc2ccccc2C(F)(F)F)cc1,7,2,-1,-1,16,-3,2,1,2,-2
Cc1cc(C)c2cc(C#N)c(NCCNC(=S)NCCCN3CCOCC3)nc2c1,-1,5,-5,-2,-2,-5,-4,1,4,6
CCCN(CCC)CCN1CCN(C(=O)[C@H](CCc2ccccc2)NC(=O)[C@H]2O[C@@H](n3cnc4c(N)ncnc43)[C@H](O)[C@@H]2O)CC1,2,5,-3,.,1,10,-3,6,7,2
COC(=O)c1ccccc1NC(=O)C1CCCO1 (stereo not given),0,-5,0,1,-5,-2,3,0,1,0
Nc1ccc2c(c1)[nH]c(=O)c1cc(N)ccc12,-16,-6,8,12,-1,-9,4,4,-9,11
CCC(C)Sc1cc(-c2nc3ccc(C)cn3c2NCc2ccccc2)ccc1OC (stereo not given),-2,-5,6,14,4,1,2,10,1,43*
CC(=O)c1ccc(N2CCN(C(=O)c3ccc4c(=O)n(-c5ccccc5)c(=O)[nH]c4c3)CC2)cc1,0,4,7,-4,4,-6,-4,-5,2,0
COc1cccc2c1-c1c(O)cccc1C2=O,-7,-10,4,-1,-2,-2,0,3,8,-1
CC1(C)CC(=O)C=C(c2ccc(-c3ccccc3)cc2)C1,-3,3,-1,-8,-2,7,9,-7,-1,0
O=C(Cc1cccs1)NNC(=O)c1ccccc1Cl,-3,-1,3,0,2,2,4,3,-2,16

# Entries of single compounds as entered above. Screens in order: UHRF1 MBD2 ctr, MBD2 DNA inh, rCAG RNA binder, HTRA1 inh, PRMT1 FP inh, NPR2 activator, TCR CD3 inh, SIAE inh, NPR1 activator, mABHD4 FP
# Results for `O=C(Cc1cccs1)NNC(=O)c1ccccc1Cl` → -3, -1, 3, 0, 2, 2, 4, 3, -2, 16
# Results for `COc1cccc2c1-c1c(O)cccc1C2=O` → -7, -10, 4, -1, -2, -2, 0, 3, 8, -1
# Results for `CC(=O)c1ccc(N2CCN(C(=O)c3ccc4c(=O)n(-c5ccccc5)c(=O)[nH]c4c3)CC2)cc1` → 0, 4, 7, -4, 4, -6, -4, -5, 2, 0
# Results for `COC(=O)c1ccccc1NC(=O)C1CCCO1` (stereo not given) → 0, -5, 0, 1, -5, -2, 3, 0, 1, 0

# (next part)
SMILES,UHRF1 MBD2 ctr,MBD2 DNA inh,rCAG RNA binder,HTRA1 inh,PRMT1 FP inh,NPR2 activator,TCR CD3 inh,SIAE inh,NPR1 activator,mABHD4 FP
O=C(c1ccccc1)N1CCN(CC2CC=CCC2)CC1 (stereo not given),0,-2,-2,3,-2,6,1,8,1,5
NC1=NN=C(c2ccc3c(c2)OCCO3)CS1,-5,1,7,0,16,-2,-1,9,4,16
C#CCN(Cc1ccco1)C(=O)c1ccc(OC2CCN(Cc3ccccn3)CC2)cc1,1,-3,-7,-5,2,3,-1,1,2,4
COc1ccc(-n2nc(C(=O)NCC(=O)N3CCCCC3)c3ccccc3c2=O)cc1,2,4,-1,10,1,5,-6,0,0,4
c1ccc(-c2cn3c(n2)SCC3)cc1,2,6,1,12,2,0,3,9,2,0
O=C(/C=C/c1ccccc1)Oc1ccccc1C(=S)N1CCOCC1,-2,-1,-5,6,-1,5,0,-4,0,3
O=C(CCCN1C(=O)C(c2ccccc2)Oc2cccnc21)NCc1ccc(F)cc1 (stereo not given),3,-2,-3,-3,-2,-5,-2,-6,-5,-11
COc1ccc(Br)cc1CN(C)CC(O)COc1ccc(Br)cc1 (stereo not given),-1,-1,-1,-13,-4,-8,9,2,-16,9
C=C(C)C(=O)Nc1ccc2c(c1)OCCOCCOCCO2,14,3,1,11,2,0,-1,-6,2,-5
COc1ccc(C(=O)N2CCC(C(=O)Nc3ccccc3C)CC2)cc1OC,5,-1,-4,-9,-1,-2,1,4,-1,2
COc1cccc(N2C(=O)/C(=C\c3cccs3)NC2=S)c1,-2,1,4,11,1,5,0,8,1,5
COC(=O)c1ccc2nc(-c3cccc(Br)c3)c(CC3CCCCC3)n2c1,18,2,14,.,-4,28,7,-7,18,-5
COc1cccc(OC)c1NC(=O)c1nc2c(nnn2Cc2ccccc2Cl)c(=O)[nH]1,1,-5,24,9,-1,1,-2,3,-2,-5
O=C(NCCc1cccc(Cl)c1)C1CCC(=O)N(Cc2ccc(Cl)cc2)C1 (stereo not given),1,4,-7,-4,5,-6,1,0,-9,-2
Cc1ccc(-c2cc(C(=O)NN=Cc3cc(Br)ccc3O)[nH]n2)cc1C,1,3,21,.,0,6,.,-2,1,2
CCn1c(CNC(=O)c2ccc3c(c2)OCO3)nnc1SCC(=O)Nc1ccccc1F,2,-1,-3,-2,3,5,-2,3,3,1
CCS(=O)(=O)c1nc(S(=O)(=O)c2ccc(Cl)cc2)c(N2CCC(O)CC2)s1,4,1,-2,2,1,0,-7,-6,2,3
Cc1ccc(C(=O)C[n+]2cc(-c3ccc(C)cc3)n3c2CCCCC3)cc1,-1,-1,5,6,-1,4,8,-4,-2,3
CCc1nnc(NC(=O)c2cccc(S(=O)(=O)N3CCc4ccccc43)c2)s1,3,-2,6,-1,1,-30,-5,-3,-44,-5
